D2 agonist – D2 dopamine receptor (human) agonism; P14416; HEK293 T-REx D2 cells, calcium flux agonist mode; activation, % at 2 µM; actives 0.53% (n = 340,000); AID 485358;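 active = activation over 3 SD above normal in the single-dose calcium agonist read, cut at about 30% in these data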; note: 0% is about no effect
Target sequence (P14416 whole entry, looked up): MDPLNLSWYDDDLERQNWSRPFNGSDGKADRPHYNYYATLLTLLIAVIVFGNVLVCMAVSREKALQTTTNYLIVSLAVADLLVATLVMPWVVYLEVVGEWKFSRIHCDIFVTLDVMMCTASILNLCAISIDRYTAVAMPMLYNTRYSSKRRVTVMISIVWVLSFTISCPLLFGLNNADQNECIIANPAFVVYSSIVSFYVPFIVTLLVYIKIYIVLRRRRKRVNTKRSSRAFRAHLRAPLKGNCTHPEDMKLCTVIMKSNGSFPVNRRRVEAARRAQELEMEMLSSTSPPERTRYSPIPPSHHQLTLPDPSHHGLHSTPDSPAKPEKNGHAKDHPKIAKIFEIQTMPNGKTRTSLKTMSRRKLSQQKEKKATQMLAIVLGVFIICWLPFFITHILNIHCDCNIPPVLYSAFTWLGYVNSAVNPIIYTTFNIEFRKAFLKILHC
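Agonism scored from kinetic calcium signal (1 read/sec, 180 s) following compound pin transfer, after a 10 s baseline. Cells: HEK293 Trex line expressing inducible D2 receptor coupled to calcium, dye-loaded after overnight culture at 30 C.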
TRHR agonist – TRH receptor (human) agonism; P34981; TRHR cells, calcium flux fluo-8, FDSS agonist mode; activation, % at 2 µM; actives 0.18% (n = 360,000); in the data active = activation above about 30%; note: 0% is about no effect
Target sequence (P34981 whole entry, looked up): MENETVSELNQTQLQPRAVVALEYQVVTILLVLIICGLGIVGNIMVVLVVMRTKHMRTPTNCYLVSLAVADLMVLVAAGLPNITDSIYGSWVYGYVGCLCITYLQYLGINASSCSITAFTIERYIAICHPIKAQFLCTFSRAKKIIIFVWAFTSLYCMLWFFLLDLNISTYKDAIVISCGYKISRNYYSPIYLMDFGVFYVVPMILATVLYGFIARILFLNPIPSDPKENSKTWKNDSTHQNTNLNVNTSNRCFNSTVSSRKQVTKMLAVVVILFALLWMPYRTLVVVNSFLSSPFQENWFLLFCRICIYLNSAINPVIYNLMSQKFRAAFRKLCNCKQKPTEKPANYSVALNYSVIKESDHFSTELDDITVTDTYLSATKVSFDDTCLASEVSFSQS
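Fluo-8-loaded TRHR cells; 10 s baseline, compound added, kinetic Ca2+ fluorescence read 1/s, agonist mode.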
TRHR enhancer – TRH receptor (human) allosteric enhancement; P34981; TRHR cells, fluo-8 calcium fluorescence, EC20 TRH enhancement; enhancement, % at 2 µM; actives 0.66% (n = 360,000); in the data active = enhancement above about 30%; note: 0% is about no effect
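TRHR-expressing cells loaded with fluo-8 calcium dye were read kinetically (ex 480/em 530) during compound addition, then stimulated with an EC20 of TRH (10 nM final). Enhancement of the Gq-mediated intracellular calcium response was scored.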
USP1-UAF1 inh – USP1/UAF1 (human) deubiquitinase inhibition; actives 0.23% (n = 390,000); AID 743255; recombinant USP1/UAF1, Ub-Rhodamine cleavage fluorescence; O94782; Potency, µM (highest dose often 57.1 µM), without a hit: at the highest dose activity change, negative = inhibition, usual class: inhibitors; note: potency is the fitted concentration of half-maximal effect; % is set by controls: 0 for no effect and ±100 for the full control effect; nearly all actives have a fitted effect of over 60% in size; inactives centre near -12
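Step one: compound is pinned into 1nM USP1/UAF1 in HEPES pH 7.8 buffer with TCEP. Step two: 15 min room-temperature incubation. Step three: Ub-Rho (150nM final) starts cleavage, tracked by fluorescence over six one-minute reads.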
Pin1 inhibitor – inhibitors of human Pin1; Potency, µM (doses to about 115 µM), inactives show top-dose activity, negative = inhibition, most hits filed as inhibitors; Q13526; actives 0.009% (n = 390,000); Pin1 FP peptide displacement, HiFluor488, 10 min; AID 504891; active = well fitted inhibition curve with a large enough effect in the polarisation, with a control signal flat, not every such curve was filed as active; inconclusive = small, poorly fitted or top-dose-only effect, or effect the other way, or a change in a side signal; inactive = no such curve, though single readings can be large or run the other way; the % refers to the polarisation; note: potency is the fitted concentration of half-maximal effect; % is set by controls: 0 for no effect and ±100 for the full control effect
Target sequence (Q13526 whole entry, looked up): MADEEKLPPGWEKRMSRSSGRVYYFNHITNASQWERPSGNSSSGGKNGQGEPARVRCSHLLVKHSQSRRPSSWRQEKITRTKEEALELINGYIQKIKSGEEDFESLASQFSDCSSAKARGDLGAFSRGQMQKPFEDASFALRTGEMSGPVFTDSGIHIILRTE
TrxR1 inh – blocks rat thioredoxin reductase 1 | Potency, µM (top dose mostly 114 µM), without a hit: at the top dose activity change, negative = inhibition, actives largely listed as inhibitors | actives 1% (n = 390,000) | recombinant rTrxR1, NADPH fluorescence consumption, selenite substrate | AID 588453 | O89049; note: potency is the fitted concentration of half-maximal effect; % is set by controls: 0 for no effect and ±100 for the full control effect; nearly all actives have a fitted effect of over 65% in size
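Rat TrxR1 (90 nM in the dispensed reagent) was pre-reduced with 400 uM NADPH for 5 min at room temperature, then incubated with compound for 15 min. After 400 uM selenite was added, NADPH fluorescence (Ex 340/Em 450 nm) was followed for 8 min.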
D2 antagonist – antagonizes the human D2 dopamine receptor; P14416; actives 2% (n = 340,000); HEK293 TREx D2 cells, calcium flux, dopamine EC80; inhibition, % at 10 µM; in the data active = inhibition above about 30%; note: 0% is about no effect
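Dopamine at EC80 is the agonist stimulus; test compounds precede it by 180 s. Calcium flux read kinetically in a force-coupled, inducible HEK293 T-REx D2 cell line.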
TrxR1 substrate – is turned over as a substrate by rat TrxR1; O89049; purified TrxR1 substrate turnover, NADPH consumption readout; Potency, µM (titrated, usually from 114 µM), for inactives: top-dose activity change, negative = substrate turnover; actives 0.01% (n = 390,000); AID 588456; note: potency is the fitted concentration of half-maximal effect; % is set by controls: 0 for no effect and ±100 for the full control effect; nearly all actives have a fitted effect of over 50% in size
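Rat TrxR1, dispensed at 90 nM, was prereduced with 400 uM NADPH (final) for 5 min at ~22 deg C, then incubated with compound 15 min before 400 uM selenite. A first-read NADPH fluorescence drop versus no-compound background flagged substrates.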
IDH1 R132H inh – inhibitors of human mutant IDH1 R132H; O75874; IDH1-R132H enzyme, NADPH consumption, diaphorase/resazurin fluorescence; Potency, µM (highest dose often 76.6 µM), for the others: at the highest dose activity change, negative = inhibition, usual class: inhibitors; actives 0.093% (n = 390,000); AID 602179; note: potency is the fitted concentration of half-maximal effect; % is set by controls: 0 for no effect and ±100 for the full control effect; nearly all actives have a fitted effect of over 65% in size
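IDH1-R132H (0.5 ug/mL) preincubated 30 min with compound, then NADPH (0.016 mM) and alpha-KG (2 mM) added; 80 min at RT, pH 7.5. Remaining NADPH coupled via diaphorase/resazurin to fluorescence (540/590 nm); concentration-response curves normalized to no-enzyme control.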
* hit, by the source's call; ? = inconclusive; . = no result given; [ ] = remark or other dose. Unless noted, calls come from the whole dose curve; as a rule, active = well fitted inhibition curve with a large enough effect; inconclusive = small, poorly fitted or top-dose-only effect; inactive = no such curve, though single readings can be large or run the other way.

SMILES | D2 agonist | TRHR agonist | TRHR enhancer | USP1-UAF1 inh | Pin1 inhibitor | TrxR1 inh | D2 antagonist | TrxR1 substrate | IDH1 R132H inh
CN(C)c1ccc(/C=N/NC(=O)CN(c2ccccc2Cl)S(C)(=O)=O)cc1Br | 0.1 | -0.6 | 2.5 | -23.5% | -0.6% | -1.3%[57.1 µM] | -11.3 | -16.4%[57.1 µM] | 0.2%
CCN(CC)c1cc(C)c2cc(NC(=O)/C=C/c3cc(OC)c(OC)c(OC)c3)ccc2n1 | -1.8 | 0.2 | -4.8 | ? | 15.3% | -4.6% | . | -7.2% | 7.8%
C=C(C)[C@@H]1CC=C(CO)CC1 | . | . | . | -28.1% | -4.6% | 4.4% | . | 1.5% | -7.4%
COc1cc2[nH]c(=O)n(CCCC(=O)NCc3ccccc3Cl)c(=O)c2cc1OC | -0.4 | -0.3 | -5.0 | -0.9% | 16.6% | 11.8% | . | 1.0% | -9.9%
CCNC(=S)NCC | . | . | . | -20.8% | -2.2% | 7.3% | . | 8.4% | -3.9%
CCOC(=O)C1CCN(C(=O)Cc2c(C(=O)O)n(CC)c3ccccc23)CC1 | 1.1 | 0.6 | 2.6 | -2.0% | -11.3% | -25.3% | 9.1 | 5.8% | 0.0%
COc1ccc2[nH]c(C(=O)N(Cc3ccccn3)Cc3ccccn3)cc2c1 | 0.1 | 0.2 | 3.5 | -13.3% | -3.0% | 0.5% | -5.6 | 42.0%[activator] | 1.0%
COc1cccc(/C=C/C(=O)Nc2ccccc2N2CCOCC2)c1 | -0.5 | -0.2 | 3.5 | -18.5% | -7.7% | 2.7%[57.1 µM] | 16.7 | -13.8% | 7.0%
N/C(CSc1ccccn1)=N\OCc1c(Cl)cccc1Cl | -0.7 | -1.0 | -2.0 | -7.7% | -15.5% | 8.5% | -0.3 | -8.3% | -5.8%
COC(=O)c1sc2ccccc2c1-n1cccc1C(=O)C(=O)Nc1ccc(Cl)cc1 | -0.6 | 1.2 | 7.0 | 2.1% | 60.2%[activator] | 10.5%[57.1 µM] | -9.8 | -10.7% | 6.4%
CCOC(=O)C(=O)Nc1ccc(Oc2ccccc2)cc1 | 0.3 | -1.0 | -9.8 | -20.7% | 2.8% | -6.0% | 21.4 | -4.6% | 6.7%
O=C(/C=C/c1cccs1)Nc1nccs1 | 17.0 | -0.1 | -1.0 | -16.8% | 4.7% | 4.7% | -30.8 | 6.0% | 0.0%
CN(C)C(CNC(=O)c1ccc2nc[nH]c2c1)c1ccccc1 (stereo unspecified) | . | 0.9 | -2.9 | -21.8% | 1.9% | 10.4% | . | 3.3% | 8.1%
Cc1ccc(S(=O)(=O)N(C)Cc2ccc(C(=O)N/N=C3\CC(=O)CC(C)(C)C3)cc2)cc1 | . | 0.2 | -0.9 | -18.6% | -1.4% | -6.9% | . | -3.5% | 5.4%
C=CCNC(=S)N1CCC(C(=O)c2ccc(Cl)cc2)CC1 | -0.3 | -0.9 | 2.0 | -2.2% | 3.5% | 16.6% | -2.7 | -1.3% | 5.0%
COc1cc(C(=O)NCCNc2nc3ccc(C)cc3cc2C#N)cc(OC)c1OC | 0.8 | -0.2 | 2.2 | 0.4% | 2.0% | 27.5% | -16.3 | 57.8%[activator] | 1.8%
O=C(CN1CCN(C(=O)c2c(F)cccc2F)CC1)Nc1ccccc1F | 0.2 | -0.2 | -6.2 | 2.2% | -2.0% | -6.8%[57.1 µM] | -6.9 | -19.6% | 1.0%
O=C(NC(C(=O)N/N=C/c1c2ccccc2cc2ccccc12)c1n[nH]c(=O)c2ccccc12)c1ccccc1 (stereo unspecified) | -0.4 | 0.7 | -5.4 | -4.2% | 19.1% | 14.7% | -3.0 | 5.8% | -0.9%
Cc1ccc(NC(=O)Cn2c(=O)nc(-c3ccccc3)c3ccccc32)cc1F | 1.8 | 0.5 | -3.5 | -12.2% | -6.6% | 18.4%[57.1 µM] | . | 6.6%[57.1 µM] | 25.2%
CCc1cc2c(SCC(=O)O)ncnc2s1 | -0.3 | 0.6 | -0.3 | -4.9% | -7.5% | 9.8% | -5.0 | -1.0% | 9.1%

2 compounds picked at random from those above:
SMILES | D2 agonist | TRHR agonist | TRHR enhancer | USP1-UAF1 inh | Pin1 inhibitor | TrxR1 inh | D2 antagonist | TrxR1 substrate | IDH1 R132H inh
Cc1ccc(NC(=O)Cn2c(=O)nc(-c3ccccc3)c3ccccc32)cc1F | 1.8 | 0.5 | -3.5 | -12.2% | -6.6% | 18.4%[57.1 µM] | . | 6.6%[57.1 µM] | 25.2%
C=C(C)[C@@H]1CC=C(CO)CC1 | . | . | . | -28.1% | -4.6% | 4.4% | . | 1.5% | -7.4%

(cont.)
SMILES | D2 agonist | TRHR agonist | TRHR enhancer | USP1-UAF1 inh | Pin1 inhibitor | TrxR1 inh | D2 antagonist | TrxR1 substrate | IDH1 R132H inh
COc1cc(C(=O)NCCC(=O)NCCN2CCOCC2)cc(OC)c1OC | 0.2 | 0.1 | 1.4 | -0.1% | 0.3% | 18.1% | 6.0 | 6.5% | 4.9%
NNS(=O)(=O)c1ccc2c(c1)Cc1cc(S(=O)(=O)NN)ccc1-2 | 2.0 | 1.9 | 7.0 | -30.9% | -5.8% | -17.3% | -3.9 | -9.6% | 2.8%
CC/C(=N\N=C(/CC)c1ccccc1N)c1ccccc1N | . | . | . | -15.4% | -1.7% | 2.8% | . | -8.2% | 11.0%
Cc1nn(CCOc2cccc(Br)c2)c(C)c1[N+](=O)[O-] | 1.5 | -1.1 | -4.3 | -9.7% | -2.3% | 13.2%[57.1 µM] | 3.9 | 8.8%[57.1 µM] | 1.6%
Cc1nc(Cl)sc1C(=O)NC(C)c1ccc(Cl)cc1 (stereo unspecified) | -0.9 | -0.4 | 0.1 | -6.4% | -0.2% | -16.4% | 7.6 | -11.2% | 4.1%
Cc1ccc(OCC(=O)Nc2ccc3c(c2)C(=O)N(CCC(=O)O)C3=O)cc1 | 0.6 | -0.1 | -5.0 | -13.8% | -3.1% | -6.1% | -14.3 | -6.5% | 2.0%
CCN(CC)c1ccc(NC(=O)COc2ccccc2C#N)cc1S(=O)(=O)Nc1ccccc1OC | 1.3 | 0.9 | -1.7 | -13.5% | 6.2% | -7.6%[57.1 µM] | -15.9 | 1.8%[57.1 µM] | 3.3%
Cc1nc(C)c(C(=O)Nc2ccc(Oc3ccccc3)cc2)o1 | 1.3 | 0.5 | 3.2 | -10.7% | -0.7% | 0.2% | 5.1 | -1.0% | 5.2%
CCNc1nc(Oc2ccc(C(=O)OC)cc2)nc(N(C)C)n1 | -1.3 | -1.3 | 4.0 | -0.3% | -3.1% | -4.3% | -15.2 | -5.9% | -0.4%
COc1ccc(N2CCN(C(=O)c3cccnc3SCc3cccc(Br)c3)CC2)cc1 | 0.4 | 0.3 | -1.6 | -4.4% | 2.2% | -1.2%[57.1 µM] | 2.6 | -6.5% | -2.4%
CC1CCN(S(=O)(=O)c2ccc3c(c2)N(CC(=O)N(C)Cc2ccccc2)C(=O)CO3)CC1 | -0.2 | 0.5 | -8.2 | -14.8% | -14.9% | 13.6% | . | -3.7% | 0.2%
Cc1cc(-c2ccccc2)n(-c2cc(N/N=C/c3ccccc3O)ncn2)n1 | 1.6 | 0.0 | -0.3 | -8.3% | 2.2% | 11.3% | 3.2 | 1.9% | -5.1%
Cc1ccc2ncc(C(=O)N3CCN(c4ccccc4F)CC3)c(=O)n2c1 | 0.1 | -0.3 | 3.7 | -10.7% | -4.0% | 3.4% | . | -4.8% | -8.1%
COC(=O)C1=C(C)N(C(C)C)C(=O)C1(NC(=O)C1CCCCC1)C(F)(F)F (stereo unspecified) | -1.2 | 0.0 | -0.1 | -8.0% | -4.9% | 16.2% | 9.0 | 0.3% | 0.8%
CCOc1ccc(NC(=O)Cn2cc(C(=O)c3ccc(CC)cc3)c(=O)c3cc4c(cc32)OCO4)cc1 | 0.6 | 0.4 | 3.7 | -18.6% | 0.9% | 8.4% | . | -5.8% | 12.5%
Cc1cc(C)cc(C(=O)NCC(=O)OCC(=O)N2CCN(S(=O)(=O)c3ccc4ccccc4c3)CC2)c1 | -0.2 | 1.2 | -2.7 | -0.7% | 9.3% | -0.3% | -12.0 | -6.6% | -4.8%
COc1nnc(-c2ccc(C)c(S(=O)(=O)NCCO)c2)c2ccccc12 | -0.8 | -2.7 | 2.6 | -28.1% | 3.4% | -5.3% | -4.9 | -3.6% | 7.1%
CCN1CCN(C(=S)NC(=O)/C=C/c2cccs2)CC1 | -0.2 | -0.5 | 1.8 | -6.1% | 0.3% | -3.8%[57.1 µM] | 21.4 | -13.0% | -8.0%
CCSc1nnc(NC(=O)CSc2nnc(CNC(=O)c3ccc(OC)cc3)o2)s1 | 0.7 | 0.2 | -3.7 | -1.1% | 36.4%[activator] | -7.3% | 3.0 | -11.2% | 4.5%
C/C(=N\NC(=O)C1(C)CC1(Br)Br)c1ccc([N+](=O)[O-])cc1 (stereo unspecified) | 2.0 | 2.8 | 3.3 | -0.6% | 5.8% | 3.0%[57.1 µM] | 18.8 | 3.8%[57.1 µM] | -1.9%
CC(C)c1ccc(NC(=O)Cn2nnc(C(=O)NCCc3ccccc3)c2N)cc1 | 1.4 | 1.9 | 19.0 | -21.6% | 37.4%[activator] | 21.1% | . | -4.7% | -7.3%
CCOC(=O)C1CCCN(C(=O)c2nn(-c3ccc(OC)cc3)c(=O)c3c2c2ccccc2n3C)C1 (stereo unspecified) | 0.4 | 0.0 | -4.7 | -18.8% | -18.3% | 72.3%[activator] | . | 21.1% | .
CCN(C(=O)Cn1c(SCC(=O)NCc2ccccc2)nc2ccccc21)c1cccc(C)c1 | 0.2 | 2.4 | -5.0 | -21.3% | 0.2% | 18.0%[57.1 µM] | . | 3.1%[57.1 µM] | 0.0%
O=C(O)[C@H](Cc1ccccc1)NC(=O)N1CCCCCC1 | -1.9 | 0.7 | -2.7 | -17.4% | -12.3% | 22.5% | -1.4 | -0.9% | 3.4%

Assay outcomes: PubChem, National Center for Advancing Translational Sciences (NCATS)

Not all compounds are listed; the hit share may differ from the screen's.
